Source: PubChem BioAssay
Runt-CBFb FRET: inhibitors of RUNX1 Runt–CBFb binding, primary screen, biochemical, FRET, Cerulean-Runt, Venus-CBFb, uHTS; AID 1496, 2009; Cerulean-Runt/Venus-CBFb FRET ratio 530/480, 1 h; Runt-related transcription factor 1 (Homo sapiens) + Core-binding factor subunit beta …; inhibition, % at 20 µM; 220,000 compounds, 0.46% hits;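 active means inhibition over about 50% at 20 µM in the single-dose screen, limit read from the data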;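 further: 0% = DMSO wells and 100% = excess unlabeled CBFb competitor control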
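test system = Cerulean-Runt domain fusion protein, energy donor | probe or stimulus = Venus-CBFb binding partner, 100 nM | incubation = two 1 h room-temperature incubations shielded from light | detection = fluorescence energy transfer, 422 nm excitation, 530/480 nm emission | measure = loss of energy transfer signal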
PERK inh: block of dimerizer-induced PERK translation repression, primary screen, PERK inhibitor project, CHO PERK-DD cells, SEAP luminescence, HTS. inhibition, % at 5.6 µM. 220,000 compounds, 0.17% hits. CHO PERK-DD fusion, SEAP luminescence translation reporter;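 active means inhibition above the mean inhibition of all tested compounds plus 3 SD, set separately per screening campaign, cut at about 2.9% in these data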;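 further: PERK kinase domain activated by AP20187 dimerizer at 100 nM; 0% = DMSO with dimerizer and 100% = rapamycin at 8.4 µM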
EP2 antag: human EP2 receptor antagonists, primary screen, TR-FRET cAMP, C6 glioma cells; Prostaglandin E2 receptor EP2 subtype (Homo sapiens), P43116; C6 glioma cells expressing human EP2; cells stimulated with saturating PGE2; inhibition, % at 25 µM; 260,000 compounds, 0.52% hits; AID 1422, 2008;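 active means percent inhibition above 40 after rounding to a whole number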;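 further: rat C6 glioma host cells with rolipram phosphodiesterase inhibitor present; the protocol text gives 20 µM as final concentration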
Target sequence (P43116 whole entry, looked up): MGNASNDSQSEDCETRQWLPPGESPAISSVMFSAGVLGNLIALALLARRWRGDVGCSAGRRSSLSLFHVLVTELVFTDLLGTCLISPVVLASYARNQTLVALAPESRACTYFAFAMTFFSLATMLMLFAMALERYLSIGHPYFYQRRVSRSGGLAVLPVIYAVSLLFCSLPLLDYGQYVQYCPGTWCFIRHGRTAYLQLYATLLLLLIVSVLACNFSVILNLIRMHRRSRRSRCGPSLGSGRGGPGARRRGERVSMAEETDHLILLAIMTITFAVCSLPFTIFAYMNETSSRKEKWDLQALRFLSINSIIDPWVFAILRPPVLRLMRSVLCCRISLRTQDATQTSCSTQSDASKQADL
TNF necrop inh: inhibitors of TNF-alpha triggered necroptosis, primary screen, cell-based, Jurkat FADD-/-, single concentration; Jurkat FADD-/- TNF necroptosis rescue, ATP luminescence, 24 h; 0 = TNF only, 100 = no-TNF cells; activation (protection from cell death), % at 10 µM; 220,000 compounds, 0.068% hits; AID 463075, 2010;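 active means activation, meaning protection from cell death, of at least 50% relative to plate controls; inactive means activation below 50%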;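 further: necroptosis triggered by 40 ng/mL TNF-alpha added together with compound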
Hck Nef HTS: inhibitors of Nef-activated human Hck kinase, primary screen, biochemical, Z-Lyte FRET, 384-well, Hck-YEEI; Tyrosine-protein kinase HCK (Homo sapiens), P08631; Recombinant Hck-YEEI plus Nef, Z-Lyte FRET kinase assay; inhibition, % at 20 µM; 220,000 compounds, 0.68% hits; AID 463187, 2010;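 active means Hck-Nef kinase inhibition above about 50%, limit read from the data; inactive means inhibition below that limit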;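 further: 0% = DMSO with Hck plus Nef and 100% = Hck alone without Nef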
Target sequence (P08631 whole entry, looked up): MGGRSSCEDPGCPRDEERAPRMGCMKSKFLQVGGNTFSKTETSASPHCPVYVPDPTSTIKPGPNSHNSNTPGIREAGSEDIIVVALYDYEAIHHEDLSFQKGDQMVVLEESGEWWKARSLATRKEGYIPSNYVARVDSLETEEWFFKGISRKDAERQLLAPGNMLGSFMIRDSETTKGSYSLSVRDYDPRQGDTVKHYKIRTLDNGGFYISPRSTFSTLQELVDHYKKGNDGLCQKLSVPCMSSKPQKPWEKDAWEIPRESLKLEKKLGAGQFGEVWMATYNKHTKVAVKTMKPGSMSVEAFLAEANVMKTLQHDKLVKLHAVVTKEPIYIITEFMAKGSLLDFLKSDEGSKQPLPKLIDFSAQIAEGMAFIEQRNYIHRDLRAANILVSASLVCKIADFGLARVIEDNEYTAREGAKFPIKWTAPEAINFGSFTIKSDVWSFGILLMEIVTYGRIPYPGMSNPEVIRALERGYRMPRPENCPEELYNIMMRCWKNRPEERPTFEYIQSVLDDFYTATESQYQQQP
Runt-SMMHC FRET: inhibitors of RUNX1 Runt–CBFb-SMMHC binding, primary screen, biochemical, FRET, Cerulean-Runt, Venus-CBFb-SMMHC, uHTS | Runt-related transcription factor 1 (Homo sapiens) + Core-binding factor subunit beta … | Cerulean-Runt/Venus-CBFb-SMMHC FRET ratio 530/480, 1 h | inhibition, % at 20 µM | 220,000 compounds, 0.74% hits;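 active means mean inhibition across duplicate retests at 20 µM reaching about 50%, limit read from the data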;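 further: 0% = DMSO wells and 100% = wells with excess untagged CBFb-SMMHC; inhibitors lower the FRET ratio by blocking Runt binding to CBFb-SMMHC; some results filed as inactive read as strong as hits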
RBBP9 inh: human RBBP9 inhibitors, primary screen, biochemical, fluorescence polarization, FP-Rh probe, HTS; Serine hydrolase RBBP9 (Homo sapiens), O75884; recombinant RBBP9; inhibition, % at 7.94 µM; 220,000 compounds, 0.2% hits; AID 1515, 2009;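 active means inhibition above the campaign mean of all tested compounds plus 3 SD, cut at about 14% in these data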;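 further: plate controls were DMSO wells with RBBP9 for no effect and wells lacking RBBP9 protein for full effect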
Target sequence (O75884 whole entry, looked up): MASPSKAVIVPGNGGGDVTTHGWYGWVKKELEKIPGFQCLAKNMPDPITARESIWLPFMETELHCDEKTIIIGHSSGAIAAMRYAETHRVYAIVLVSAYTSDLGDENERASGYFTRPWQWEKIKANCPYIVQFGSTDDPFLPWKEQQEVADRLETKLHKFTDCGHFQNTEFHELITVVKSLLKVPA
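Measured by: FP readout at 525/598 nm; material: recombinant human RBBP9; also added: Serine-hydrolase probe FP-Rh, 375 nM pre-mixing; medium: Tris buffer pH 8.0, NaCl, Pluronic; replication: one well per compound; doses: one concentration, 7.94 µM nominal, 0.794% DMSO; timing: preincubation 30 min plus labeling 45 min at 25 °C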
EP2 mod: EP2 receptor modulators, cAMP readout, primary screen, cell-based, HTRF cAMP, PGE2 stimulation. Prostaglandin E2 receptor EP2 subtype (Homo sapiens), P43116. EP2-expressing cells, cAMP HTRF FRET, PGE2 co-stimulation. induction, % at 25 µM. 260,000 compounds, 0.83% hits. AID 940, 2007;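 active means compounds whose cAMP rise, as percent of the full-agonist control response, exceeds 60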;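 further: rat C6 glioma line stably carrying human EP2 under a CMV promoter; the protocol text gives 20 µM as final concentration; 100% = response of wells given 1 µM PGE2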
L929 necroptosis: inhibitors of zVAD-triggered necroptosis, primary screen, L929 cells; viability rescue, % at 10 µM; L929 zVAD necroptosis rescue, ATP luminescence, 24 h; with zVAD 60 µM; 220,000 compounds, 0.38% hits;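 active means activation, scaled between plate controls, above about 75%, limit read from the data; inactive means activation under that limit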;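 further: 0% = zVAD with DMSO and 100% = DMSO alone without zVAD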
Starred values were filed as active, the others as inactive; . = not tested or not shown; & = joins results of further samples.

SMILES	Runt-CBFb FRET	PERK inh	EP2 antag	TNF necrop inh	Hck Nef HTS	Runt-SMMHC FRET	RBBP9 inh	EP2 mod	L929 necroptosis
Cc1nn(Cc2c(F)c(F)c(F)c(F)c2F)c(C)c1NC(=O)c1c(-c2ccccc2)nn(-c2ccccc2)c1C	-2	-0.1	6	-4.5	0	0	-8	12	-0.4
O=C(NNCC(O)COc1ccccc1)c1ccccc1 (stereo unspecified)	-1	0.1	3	1.1	1	3	-2	-28	0.6
O=C(O)c1ccc(N/N=C/c2ccc(OC(=O)c3cccc(Cl)c3)cc2)cc1	1	-0.1	5	-0.8	56*	0	-1	-32	-0.2
COC(=O)c1ccc(N=c2sc(C(=O)OC)cc(=O)n2C)cc1	4	0.2	12	-2.3	14	2	8	-26	-1.2
Cc1ccc(NC(=O)Cn2cccc2)cc1	1	0.2	5	1.3	22	0	-2	14	2.1
CCOC(=O)C1(Cc2ccccc2)CCCN(CCCn2cccn2)C1 (stereo unspecified)	-2	-0.2	9	0.7	20	4	-8	-4	0.0
COCc1cc(=O)n2[nH]c(SC)nc2n1	0	1.1	1	1.2	-9	2	-4	11	2.0
CC(=O)Nc1cccc(-c2nn[nH]n2)c1	-1	1.3	10	2.4	21	1	0	25	0.1
COc1ccc(CNC(=O)COC(=O)c2ccc(OCc3c(C)noc3C)cc2)cc1OC	-2	0.6	6	0.5	3	6	-5	34	1.9
CCC(C)(C)NC(=O)C(c1cccn1C)N(C(=O)Cn1nnc2ccccc21)c1ccc(F)cc1 (stereo unspecified)	-4	0.6	8&12	0.6	4	-4	-5	2&7	-0.6
COc1ccc(CCn2c(N3CCN(Cc4ccccc4)CC3)nc3c2c(=O)[nH]c(=O)n3C)cc1	-3	-1.3	10	1.4	0	4	-8	-6	1.2
CN(c1ccccc1)S(=O)(=O)c1ccc(Cl)c(C(=O)OCC(=O)N2CCOCC2)c1	-2	0.8	5	-0.3	20	0	-5	12	2.5
Cc1ccc(NC(=O)CCSc2nc(C)cc(C)n2)cc1	2	0.8	7	-0.6	-14	-2	0	18	1.5
COc1ccc2c(C)cc(SCC(=O)Nc3cccnc3Cl)nc2c1	-1	0.4	22	-0.5	12	22	-5	59	0.1
Cc1csc(NC(=O)C2=NN(c3ccccc3)C(=O)CC2)n1	0	1.4	2	-0.1	-1	-2	3	-18	0.8
COc1ccc(/C=N/N2CCOCC2)cc1COc1ccc(F)cc1	-8	0.0	8	-0.4	2	1	-10	10	0.2
COc1ccc(C(=O)Nc2ccc(S(=O)(=O)NC(C)(C)C)cc2)cc1[N+](=O)[O-]	0	0.0	5	-3.0	28	3	-7	-35	-0.6
CC1(C)OC(=O)N(c2ccccc2)C12C=Cc1c(ccc3ccccc13)O2 (stereo unspecified)	2	-0.7	17	-1.0	10	4	-11	44	-0.7
CC(Cc1ccccc1)C(=O)N1CCN(C)CC1 (stereo unspecified)	-1	-0.3	5	1.0	-3	4	-8	1	4.0
C(=Nc1cccc2c(N=Cc3ccco3)cccc12)c1ccco1	-28	0.1	8	-2.2	17	-90	-2	-18	-0.1
Cc1cc(C)c2c(NC(=O)CCl)nn(C)c2n1	-1	0.6	5	-6.6	26	0	7	7	3.3
CCCCNC(=S)Nc1ccc([N+](=O)[O-])cc1	-3	0.5	6	1.1	4	-2	-7	-60	0.8
COC(=O)c1ccc2c(=O)n(Cc3ccco3)c(SCC(=O)Nc3ccc(C)c(Cl)c3)nc2c1	3	0.9	3	0.3	39	-2	-11	26	-0.2
Cc1ccc(C)c(Nc2ncccc2C(=O)NCc2cccs2)c1	0	-0.2	15	1.4	-1	0	-4	-16	2.0

Some of these compounds in order of the Runt-SMMHC FRET value, descending:
SMILES | Runt-SMMHC FRET
COc1ccc2c(C)cc(SCC(=O)Nc3cccnc3Cl)nc2c1 | 22
CC1(C)OC(=O)N(c2ccccc2)C12C=Cc1c(ccc3ccccc13)O2 (stereo unspecified) | 4
COc1ccc(C(=O)Nc2ccc(S(=O)(=O)NC(C)(C)C)cc2)cc1[N+](=O)[O-] | 3
COc1ccc(/C=N/N2CCOCC2)cc1COc1ccc(F)cc1 | 1
Cc1cc(C)c2c(NC(=O)CCl)nn(C)c2n1 | 0
Cc1ccc(NC(=O)CCSc2nc(C)cc(C)n2)cc1 | -2
C(=Nc1cccc2c(N=Cc3ccco3)cccc12)c1ccco1 | -90

(more compounds)
SMILES	Runt-CBFb FRET	PERK inh	EP2 antag	TNF necrop inh	Hck Nef HTS	Runt-SMMHC FRET	RBBP9 inh	EP2 mod	L929 necroptosis
O=c1c2ccccc2nnn1CSc1nc2ccccc2c(=O)n1CCCO	-3	-1.1	4	1.5	14	1	-12	-37	1.0
CN(C)/C(CN1CCOCC1)=C1\N=C(c2ccccc2)OC1=O	0	0.5	7	-3.4	1	0	-8	-18	0.2
COc1cc2[nH]c3c(=O)n(CCN4CCOCC4)cnc3c2cc1OC	0	0.8	2	0.7	22	-3	-2	13	0.0
COc1ccc2nc3ccccc3nc2c1N	20	-1.7	10	-10	-3	-1	3	-62	0.1
CC(=O)NS(=O)(=O)c1ccc(NC(=O)/C=C/c2ccco2)cc1	22	0.3	2	1.1	19	8	-5	16	0.6
COc1ccc(OC)c(C2C3=C(CCCC3=O)NC3=C2C(=O)CCC3)c1	1	0.7	17	1.8	11	0	2	7	0.9
CCOC(=O)N1CCC(NC(=O)c2cc(S(=O)(=O)N(CC)CC)ccc2F)CC1	0	-0.7	2	-0.5	-1	4	-7	16	0.3
Cc1ccccc1/C=C/c1nc2ccccc2c(=O)n1Cc1ccccc1	-4	0.1	3	0.2	-2	-5	-8	36	-0.7
COc1ccc(CCNS(=O)(=O)c2ccc(N3CCCC3=O)cc2)cc1	.	0.3	9	-2.5	10	.	-8	9	-0.7
Cc1cc(OC(=O)c2ccc3ccccc3c2)c([N+](=O)[O-])c(=O)[nH]1	3	0.5	2	2.1	21	0	-4	31	1.3
CCCCNS(=O)(=O)c1ccc(OC)c(C)c1	-1	1.1	8	0.0	-7	2	0	22	-0.7
COc1ccc(N2CCN(C(=O)c3nc4nc(C)cc(C)n4n3)CC2)cc1	1	0.5	6	1.0	23	2	-9	12	0.5

5 entries from above, with two lines to a compound:
Order of values – Runt-CBFb FRET	PERK inh	EP2 antag	TNF necrop inh	Hck Nef HTS	Runt-SMMHC FRET	RBBP9 inh	EP2 mod	L929 necroptosis
COc1cc2[nH]c3c(=O)n(CCN4CCOCC4)cnc3c2cc1OC
→ 0	0.8	2	0.7	22	-3	-2	13	0.0
CCCCNS(=O)(=O)c1ccc(OC)c(C)c1
→ -1	1.1	8	0.0	-7	2	0	22	-0.7
CCOC(=O)N1CCC(NC(=O)c2cc(S(=O)(=O)N(CC)CC)ccc2F)CC1
→ 0	-0.7	2	-0.5	-1	4	-7	16	0.3
COc1ccc(N2CCN(C(=O)c3nc4nc(C)cc(C)n4n3)CC2)cc1
→ 1	0.5	6	1.0	23	2	-9	12	0.5
CC(=O)NS(=O)(=O)c1ccc(NC(=O)/C=C/c2ccco2)cc1
→ 22	0.3	2	1.1	19	8	-5	16	0.6

(further entries)
SMILES	Runt-CBFb FRET	PERK inh	EP2 antag	TNF necrop inh	Hck Nef HTS	Runt-SMMHC FRET	RBBP9 inh	EP2 mod	L929 necroptosis
O=C1CCCC2=C1C(c1ccccc1)CC(=O)N2c1ccc(F)cc1F (stereo unspecified)	0	0.3	8	1.1	25	1	3	-4	1.2
COc1ccc2cc(CCNC(=O)c3cccc([N+](=O)[O-])c3)c(=O)[nH]c2c1	0	-0.3	6	0.4	0	-4	-5	-26	1.2
Cc1cc(C)c2c(=O)[nH]c(SCC(=O)N3CCOCC3)nc2n1	0	2.1	13	0.8	14	-2	-4	33	2.7
CCOc1ccc(NC(=O)CCC(=O)NNS(=O)(=O)c2ccccc2[N+](=O)[O-])cc1	-2	2.0	10	0.4	14	-9	-3	32	3.0
ClC(Br)=C(n1cnc2ccccc21)n1cnc2ccccc21	0	-0.2	.	-1.4	-1	2	-9	-22	0.0
O=C(COC(=O)c1cccs1)c1ccccc1	-2	0.7	15	-3.2	1	0	-9	3	0.1
CC(=O)c1cccc(Nc2nc(-c3ccccc3)cs2)c1	5	0.3	5	2.9	-7	0	0	-5	64
Cc1ccc(NC(=S)/C(=C(\[O-])c2ccc(C)c([N+](=O)[O-])c2)[n+]2ccccc2)cc1C	3	0.5	17	-3.3	0	4	0	-29	-0.3
COc1cc(/C=C/C(=O)OCC(=O)Nc2cc(C(F)(F)F)ccc2N2CCOCC2)ccc1O	4	0.3	8	1.3	1	3	-2	-28	0.9
CCOC(=O)N1CCN(c2c(NCCCN(CC)CC)c(=O)c2=O)CC1	3	0.6	10	0.8	-2	-5	2	10	0.7
CC(C)(O)C#Cc1ccc(CN2CCN(C3CCCCC3)C(CCO)C2)s1 (stereo unspecified)	0	-0.3	6	0.9	17	-1	-10	-6	2.1
CC(C)N(Cc1nc(-c2ccccc2)no1)C(=O)c1ccc([N+](=O)[O-])cc1	-3	0.3	7	0.3	7	3	5	-12	0.5
COc1cc(C(O)P(=O)(OCC(C)C)c2ccc(N(C)C)cc2)cc(OC)c1OC (stereo unspecified)	-2	-1.5	9	0.8	14	-4	-13	-15	-0.3
COc1ccc(OC)c(/C=N/NC(=O)c2cc3c(OC)cccc3[nH]2)c1	-4	-1.9	9	-4.0	21	2	2	-46	57
Cc1cc(Nc2ccccc2F)n2nc(C)nc2n1	-1	0.6	6	-0.8	-3	3	-8	23	.
CCc1cccc(C)c1NC(=O)CO/N=C(\C)c1cc2ccccc2o1	-3	-0.1	5	1.4	-1	0	-8	-43	-0.3

The list is partial; count on the stated rates, not on these rows.
